# HMGR II inh: inhibitors of class II HMG-CoA reductase from Enterococcus faecalis | purified E. faecalis HMGR, NADPH absorbance 340 nm kinetic | inhibition, % at 10 µM | 190,000 compounds, 0.41% hits | AID 1066;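 active = inhibition above a set limit, the median over all tested compounds plus 3 SD, cut at about 9.5% in these data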;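 note: enzyme runs in reverse so mevalonate oxidation gives rising NADPH absorbance; 0% = complete reaction with DMSO and 100% = background rate lacking mevalonate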
# PPARg SRC-2 ag: promotes SRC-2 coactivator recruitment by human PPARgamma; PPARgamma LBD-SRC-2 recruitment, biochemical; activation, % at 8 µM; 200,000 compounds, 0.34% hits; AID 1032; P37231; in the data active = activation above about 22%;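 note: 0% = vehicle and 100% = reference agonist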
# Target sequence (P37231 whole entry, looked up, the tested form may be a part): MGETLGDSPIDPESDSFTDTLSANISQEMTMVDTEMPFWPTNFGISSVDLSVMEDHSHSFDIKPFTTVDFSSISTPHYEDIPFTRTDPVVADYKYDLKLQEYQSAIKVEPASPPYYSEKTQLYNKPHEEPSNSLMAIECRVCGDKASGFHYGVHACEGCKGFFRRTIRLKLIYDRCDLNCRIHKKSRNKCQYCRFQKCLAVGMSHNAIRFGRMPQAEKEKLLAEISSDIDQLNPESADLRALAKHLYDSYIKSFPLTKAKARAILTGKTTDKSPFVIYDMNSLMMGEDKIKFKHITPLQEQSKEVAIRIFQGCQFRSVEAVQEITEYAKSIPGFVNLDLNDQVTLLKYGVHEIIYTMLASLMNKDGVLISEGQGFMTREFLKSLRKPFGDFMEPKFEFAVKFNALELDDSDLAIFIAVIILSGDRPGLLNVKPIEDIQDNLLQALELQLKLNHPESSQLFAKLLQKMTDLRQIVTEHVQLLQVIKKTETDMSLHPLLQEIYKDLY
# PPARg SRC3 recr: promotes SRC-3 coactivator recruitment by human PPARgamma | P37231 | biochemical PPARgamma/SRC-3 coactivator recruitment assay | activation, % at 8 µM | 200,000 compounds, 0.26% hits | AID 731; in the data active = activation above about 23%;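 note: 0% = DMSO and 100% = reference agonist; some compounds past the cut are filed as inactive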
# TNAP act hiacc: activators of human TNAP at high phosphate acceptor concentration. activation factor at 20 µM. AID 1136. purified TNAP, CDP-star luminescence, 1 M DEA, 30 min; hits give high values; 0 = EDTA background, 1 = DMSO-only activity. 200,000 tested, under 10 active. P05186;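 active = activation factor at least 2 at 20 µM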
# Target sequence (P05186 whole entry, looked up): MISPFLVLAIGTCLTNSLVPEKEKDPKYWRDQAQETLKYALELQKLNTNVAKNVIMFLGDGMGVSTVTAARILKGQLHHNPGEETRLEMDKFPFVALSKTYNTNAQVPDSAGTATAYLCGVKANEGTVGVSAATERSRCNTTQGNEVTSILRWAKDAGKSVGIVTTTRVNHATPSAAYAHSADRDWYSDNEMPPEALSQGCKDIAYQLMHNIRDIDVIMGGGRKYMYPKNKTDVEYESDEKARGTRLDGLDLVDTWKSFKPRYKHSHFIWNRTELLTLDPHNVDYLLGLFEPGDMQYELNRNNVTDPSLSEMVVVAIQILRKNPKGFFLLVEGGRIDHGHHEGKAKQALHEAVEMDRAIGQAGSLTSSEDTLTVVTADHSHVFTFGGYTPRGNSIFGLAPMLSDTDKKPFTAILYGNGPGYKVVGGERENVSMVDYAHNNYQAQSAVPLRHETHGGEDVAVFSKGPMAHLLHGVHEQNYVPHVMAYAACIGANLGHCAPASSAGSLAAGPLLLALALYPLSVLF
#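 Measured by: Luminescent substrate turnover signal | Test system: Human TNAP | Input: TNAP 1/800 final | Dosing: 20 µM single point | Schedule: 30 min, room temperature | Controls: EDTA wells as negative control, DMSO wells as positive control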
# TNAP inh hiacc: inhibitors of human TNAP at high phosphate acceptor concentration. purified TNAP, CDP-star luminescence, 1 M DEA. 200,000 compounds, 0.03% hits. P05186. inhibition, % at 20 µM;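 active = over 50% inhibition of tissue-nonspecific alkaline phosphatase at 20 µM in the single-dose screen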;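 note: plate controls were DMSO wells for no effect and EDTA-quenched wells as full inhibition for full effect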
# PPARg SRC-1 ag: PPARgamma-driven SRC-1 recruitment agonism; activation, % at 8 µM; AID 631; 200,000 compounds, 0.41% hits; P37231; PPARgamma-SRC-1 coactivator recruitment biochemical assay; in the data active = activation above about 19%;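 note: 0% = DMSO and 100% = reference agonist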
# bIAP activator: intestinal alkaline phosphatase (bovine) activation | purified bovine IAP, CDP-star luminescence, 30 min; hits give high values; fold of DMSO-control signal, blank-subtracted | activation factor at 20 µM | 200,000 compounds, 0.17% hits | AID 1016;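 active = activation factor of 2 or more at 20 µM, a signal rise over negative controls twice the positive control's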
# SRC2 TRFRET art: TR-FRET artefact, counter-screen to PPARgamma/SRC-2 agonist assay; hits give high values; TR-FRET ratio at 8 µM; 200,000 compounds, 0.4% hits; AID 1049; in the data active = TR-FRET ratio above about 2000; note: inactives centre near 1500
# bIAP inhibitor: intestinal alkaline phosphatase (bovine) inhibition; 190,000 tested, under 10 active; purified bovine IAP, CDP-star luminescence, 30 min; inhibition, % at 20 µM;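 active = over 50% inhibition of intestinal alkaline phosphatase at 20 µM in the single-dose screen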
#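 System: Purified bovine intestinal alkaline phosphatase (IAP) enzyme | Input: IAP diluted 1/65,000,000 in the well | Also added: CDP-star chemiluminescent phosphatase substrate, 30 µM final | Dosing: 20 µM single dose | Times: Enzyme reaction for 30 min at room temperature | Detection: Luminescence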
# TNAP inh no acc: blocks human TNAP activity with no phosphate acceptor present. P05186. purified TNAP, CDP-star luminescence, 30 min. inhibition, % at 20 µM. 200,000 compounds, 0.26% hits;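 active = tissue-nonspecific alkaline phosphatase inhibition above about 50% at 20 µM in the single-dose screen, limit read from the data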;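 note: 0% = DMSO negative control and 100% = EDTA positive control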
# The depositor's hits bear a star; · = no result given.
SMILES,HMGR II inh,PPARg SRC-2 ag,PPARg SRC3 recr,TNAP act hiacc,TNAP inh hiacc,PPARg SRC-1 ag,bIAP activator,SRC2 TRFRET art,bIAP inhibitor,TNAP inh no acc
CCOC(=O)C1=C(CN2CCc3ccccc32)NC(=O)NC1c1ccc(Cl)cc1 (stereo not drawn),-0.1,4.2,-6.4,0.9,7.3,-3.9,0.8,1413,16.3,-6.2
CC(C)=CCN1CCN(Cc2ccoc2)CC1CCO (stereo not drawn),-5.7,0.9,6.6,1,1.1,1.5,1.1,1776,-10.0,2.7
COc1ccc(/C=N/Nc2nc3ccccc3o2)cc1OC,-2.3,-4.5,4.0,1.1,-6.6,-2.5,0.9,1454,7.9,15.4
CC(CCc1ccccc1)NC(=O)COc1ccc(S(=O)(=O)N2CCOCC2)cc1[N+](=O)[O-] (stereo not drawn),-2.5,1.5,-4.9,1,2.2,-3.8,1,1605,3.9,-3.2
COC(=O)c1sc(N)nc1C(C)(C)C,0.0,5.0,5.8,1.1,-6.7,6.6,0.9,1667,7.4,-4.7
Cc1ccc(C)c(NC(=S)N(C)CCO)c1,-2.3,4.5,-1.6,1,-1.2,-1.3,0.9,1583,7.4,-11.4
COC(=O)c1ccc(NC(=O)c2ccccc2NS(C)(=O)=O)cc1,-3.8,16.0,-3.2,1,1.1,-1.6,0.9,1610,7.3,-7.0
CCOCCCNC(=S)N1CCCN(c2nc3cc(C)ccc3cc2C#N)CC1,-3.3,-8.4,-2.9,1,-2.4,-7.2,1.1,1514,-11.2,-10.2
CCOC(=O)c1c(NC(=O)CN(CC)CC)sc2c1CCC2,-0.2,-10.6,-8.7,1.1,-5.7,-1.8,0.9,1443,5.7,-12.3
CCOc1ccc(S(=O)(=O)n2cc(-c3ccc(F)cc3)c(N)n2)cc1,-0.9,0.7,0.9,1,-2.7,3.8,0.9,1418,6.8,-16.5
Cc1cc(NC(=O)Cc2c(F)cccc2Cl)no1,-0.5,3.5,3.0,1.1,-7.4,2.6,0.9,1462,10.8,-17.9
CCOc1ccccc1CN1CCN(Cc2ccc(C)o2)CC1CCO (stereo not drawn),1.4,-2.1,1.6,1,-1.4,-2.8,1.1,1568,-5.9,-7.8
COc1ccc(Br)cc1CN(C)CC(=O)Nc1ccccc1Cl,-4.7,6.0,-2.6,1,-2.5,5.1,1,1678,-0.9,-4.1
O=C(Cn1cnc([N+](=O)[O-])n1)N/N=C/c1cc(Cl)ccc1O,-4.2,4.7,0.6,1.1,-5.3,9.0,1.4,1561,-36.0,-72.8
COc1cc2ccccc2cc1C(=O)OCC(=O)N1CCOCC1,-2.3,-2.0,0.9,1,1.4,4.7,0.9,1735,5.8,-7.7
COc1ccc(-n2c(=O)cc(N3CCOCC3)[nH]c2=O)cc1,1.2,14.4,2.5,1,-4.1,3.2,1,1458,1.0,-9.3
CSc1nc2c(ccc3ccccc32)o1,1.8,2.3,-1.6,1,0.9,2.7,1.1,1684,-9.4,-1.0
CCOC(=O)c1c(NC(=O)c2cc(-c3ccc(O)cc3)on2)sc(C(C)=O)c1C,1.9,-13.4,-0.3,1,-3.3,-2.5,1.1,1488,-7.6,-5.5
CCCOc1ccc(N2CC(C(=O)Nc3ccccc3C(=O)NCc3ccco3)CC2=O)cc1 (stereo not drawn),-0.1,-0.9,3.0,1,-0.6,7.0,0.9,1514,7.2,-2.8
COC(=O)c1nc(NC(=O)C(C)C)n[nH]1,-4.0,6.8,5.9,1,0.7,0.8,1,1617,0.5,-10.2
CCOC(=O)N1CCN(c2c(N3CCN(c4ccccn4)CC3)c(=O)c2=O)CC1,-1.0,-3.6,-1.7,1,1.2,-2.0,1,1304,-0.2,-8.2
COc1ccc(Cl)cc1NC(=S)NCc1ccc(S(N)(=O)=O)cc1,-0.5,10.1,3.0,1,2.0,3.3,1.1,1585,-11.0,-4.4
CCCC(=O)Nc1nnc(CC(=O)OCC)s1,-4.6,0.2,-2.5,1.1,-5.3,1.0,0.9,1527,12.4,-11.7
CCOC(=O)c1oc2ccccc2c1NC(=O)C(C)(C)C,-0.3,0.0,8.2,1,-2.5,5.1,1.1,1751,-8.5,-10.9

# Record cards (already shown). Values in the order: HMGR II inh	PPARg SRC-2 ag	PPARg SRC3 recr	TNAP act hiacc	TNAP inh hiacc	PPARg SRC-1 ag	bIAP activator	SRC2 TRFRET art	bIAP inhibitor	TNAP inh no acc
# COc1ccc(-n2c(=O)cc(N3CCOCC3)[nH]c2=O)cc1 across the screens: 1.2	14.4	2.5	1	-4.1	3.2	1	1458	1.0	-9.3
# CCCC(=O)Nc1nnc(CC(=O)OCC)s1 across the screens: -4.6	0.2	-2.5	1.1	-5.3	1.0	0.9	1527	12.4	-11.7

# Reformatted: 13 of the compounds above.
structure | HMGR II inh | PPARg SRC-2 ag | PPARg SRC3 recr | TNAP act hiacc | TNAP inh hiacc | PPARg SRC-1 ag | bIAP activator | SRC2 TRFRET art | bIAP inhibitor | TNAP inh no acc
CCOc1ccccc1CN1CCN(Cc2ccc(C)o2)CC1CCO (stereo not drawn) | 1.4 | -2.1 | 1.6 | 1 | -1.4 | -2.8 | 1.1 | 1568 | -5.9 | -7.8
COc1ccc(Br)cc1CN(C)CC(=O)Nc1ccccc1Cl | -4.7 | 6.0 | -2.6 | 1 | -2.5 | 5.1 | 1 | 1678 | -0.9 | -4.1
O=C(Cn1cnc([N+](=O)[O-])n1)N/N=C/c1cc(Cl)ccc1O | -4.2 | 4.7 | 0.6 | 1.1 | -5.3 | 9.0 | 1.4 | 1561 | -36.0 | -72.8
COc1cc2ccccc2cc1C(=O)OCC(=O)N1CCOCC1 | -2.3 | -2.0 | 0.9 | 1 | 1.4 | 4.7 | 0.9 | 1735 | 5.8 | -7.7
COc1ccc(-n2c(=O)cc(N3CCOCC3)[nH]c2=O)cc1 | 1.2 | 14.4 | 2.5 | 1 | -4.1 | 3.2 | 1 | 1458 | 1.0 | -9.3
CSc1nc2c(ccc3ccccc32)o1 | 1.8 | 2.3 | -1.6 | 1 | 0.9 | 2.7 | 1.1 | 1684 | -9.4 | -1.0
CCOC(=O)c1c(NC(=O)c2cc(-c3ccc(O)cc3)on2)sc(C(C)=O)c1C | 1.9 | -13.4 | -0.3 | 1 | -3.3 | -2.5 | 1.1 | 1488 | -7.6 | -5.5
CCCOc1ccc(N2CC(C(=O)Nc3ccccc3C(=O)NCc3ccco3)CC2=O)cc1 (stereo not drawn) | -0.1 | -0.9 | 3.0 | 1 | -0.6 | 7.0 | 0.9 | 1514 | 7.2 | -2.8
COC(=O)c1nc(NC(=O)C(C)C)n[nH]1 | -4.0 | 6.8 | 5.9 | 1 | 0.7 | 0.8 | 1 | 1617 | 0.5 | -10.2
CCOC(=O)N1CCN(c2c(N3CCN(c4ccccn4)CC3)c(=O)c2=O)CC1 | -1.0 | -3.6 | -1.7 | 1 | 1.2 | -2.0 | 1 | 1304 | -0.2 | -8.2
COc1ccc(Cl)cc1NC(=S)NCc1ccc(S(N)(=O)=O)cc1 | -0.5 | 10.1 | 3.0 | 1 | 2.0 | 3.3 | 1.1 | 1585 | -11.0 | -4.4
CCCC(=O)Nc1nnc(CC(=O)OCC)s1 | -4.6 | 0.2 | -2.5 | 1.1 | -5.3 | 1.0 | 0.9 | 1527 | 12.4 | -11.7
CCOC(=O)c1oc2ccccc2c1NC(=O)C(C)(C)C | -0.3 | 0.0 | 8.2 | 1 | -2.5 | 5.1 | 1.1 | 1751 | -8.5 | -10.9

# (next part)
SMILES,HMGR II inh,PPARg SRC-2 ag,PPARg SRC3 recr,TNAP act hiacc,TNAP inh hiacc,PPARg SRC-1 ag,bIAP activator,SRC2 TRFRET art,bIAP inhibitor,TNAP inh no acc
O=C(CN1C(=O)CSC1=O)NCc1ccccc1,-3.4,-2.0,-14.6,1,0.3,1.3,1.1,1627,-9.7,-9.1
CC1=CC(C)(C)N(C(=O)CNC2CCCCC2)c2cc(C)ccc21,-5.3,0.8,0.2,1.1,-5.3,-0.2,0.9,1545,5.3,-7.5
C=C(C)C1CC=C(C)/C(=N/NC(=O)CCCNc2cccc(C)c2)C1 (stereo not drawn),-1.8,3.8,2.9,1,-1.6,3.7,1,1606,1.7,-3.4
CC(Sc1nncs1)C(=O)Nc1ccc(Cl)cn1 (stereo not drawn),-8.2,-5.0,4.0,1,-2.9,3.6,1.1,1467,-5.7,-7.8
S=C(Nc1ccc2c(c1)OCO2)N1CCCC1,1.1,-12.8,-0.1,1,-3.1,-1.9,1.1,1382,-10.3,-3.4
CC/C(O)=C1\C(=O)CCCC1=NCCc1nc2ccccc2[nH]1,-1.9,-9.6,-4.7,1.1,-5.0,-5.4,1.1,1526,-8.1,-5.3
CN(C)S(=O)(=O)Oc1cccc(C(=O)Nc2ccc([N+](=O)[O-])cc2)c1,-1.4,-0.6,0.8,1,-3.6,4.3,1.1,1568,-11.8,-14.4
CN1CCc2c1nc1ccccc1c2N=C1CCCN1Cc1ccccc1,0.0,10.4,1.9,1.1,-10.0,8.4,1,1512,4.5,-9.6
C[C@@H]1C=C(C(=O)N2CCOCC2)O[C@H](OCc2ccc(CO)cc2)C1,-2.7,-8.7,-3.3,1.1,-5.6,-2.5,1.1,1512,-13.8,-9.5
CC(C(=O)NCCC1=CCCCC1)N1C(=O)c2ccccc2C1=O (stereo not drawn),-5.7,-10.1,-0.8,1,-3.5,-7.1,1,1440,2.2,0.7
CC1CN(S(=O)(=O)c2ccc(C(=O)Nc3sccc3C(N)=O)cc2)CC(C)O1 (stereo not drawn),0.8,13.2,7.2,1,-3.7,4.3,1.1,1535,-6.5,-5.2
CC(C)CCN1CCN(Cc2nc3c(s2)CCCC3)CC1CCO (stereo not drawn),-0.1,-7.3,-3.8,1,-0.7,-0.6,1,1535,-2.2,-5.5
CC(c1ccco1)N(C(=O)c1ccc(F)cc1)c1ccccn1 (stereo not drawn),-5.4,0.9,-2.4,1,-1.1,-2.1,1.2,1732,-22.0,0.5
CCNCc1ccccc1OCc1ccccc1,-5.0,-0.6,-0.3,1.1,-5.4,2.3,1,1544,-1.4,-12.7
CCOc1ccc(NC(=O)CCN2CCN(S(=O)(=O)c3cc(Cl)ccc3OC)CC2)cc1,-3.1,5.1,7.2,1,1.9,2.2,1.1,1534,-11.1,3.9
COc1ccc(NCc2n[nH]c(=O)c3ccccc23)cc1,-0.7,14.0,10.4,1,-4.7,0.6,0.9,1625,11.9,-8.4
CCc1cccc(NC(=O)CCCSc2nc3ccccc3[nH]2)c1,-3.7,-4.3,-3.1,1,-4.5,1.6,0.3,1313,·,-53.6
Cc1onc(-c2c(F)cccc2Cl)c1C(=O)NC1CCSC1=O (stereo not drawn),-2.6,3.8,3.7,1,-2.3,2.6,0.8,1617,22.9,-8.5
COc1cc(OC)cc(C(=O)N[C@H](C(=O)NCc2cccs2)C(C)C)c1,2.7,3.6,-1.0,1,-3.7,-5.0,0.9,1417,5.5,-9.8
CN(C)c1ccc(/C=N/NC(=O)c2ccc(Cl)cc2)cc1,1.5,10.9,9.0,1,-0.6,16.6,1,1732,0.6,-10.0
